From PubChem
ALDH1A1 inh = qHTS Assay for Inhibitors of Aldehyde Dehydrogenase 1 (ALDH1A1); Aldehyde dehydrogenase 1A1 (Homo sapiens), P00352; Purified ALDH1A1, NADH fluorescence, propionaldehyde substrate; Potency, µM (highest dose often 75.3 µM), for the others: at the highest dose activity, negative = inhibition, most hits filed as inhibitors; 220,000 compounds, 7.3% hits; AID 1030, 2008; active = well fitted inhibition curve with a large enough effect, not every such curve was filed as active; inconclusive = small, poorly fitted or top-dose-only effect, or another doubt; inactive = no such curve, though single readings can be large or run the other way;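 note: plate controls were no enzyme wells and a reference inhibitor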
Target sequence (P00352 whole entry, looked up): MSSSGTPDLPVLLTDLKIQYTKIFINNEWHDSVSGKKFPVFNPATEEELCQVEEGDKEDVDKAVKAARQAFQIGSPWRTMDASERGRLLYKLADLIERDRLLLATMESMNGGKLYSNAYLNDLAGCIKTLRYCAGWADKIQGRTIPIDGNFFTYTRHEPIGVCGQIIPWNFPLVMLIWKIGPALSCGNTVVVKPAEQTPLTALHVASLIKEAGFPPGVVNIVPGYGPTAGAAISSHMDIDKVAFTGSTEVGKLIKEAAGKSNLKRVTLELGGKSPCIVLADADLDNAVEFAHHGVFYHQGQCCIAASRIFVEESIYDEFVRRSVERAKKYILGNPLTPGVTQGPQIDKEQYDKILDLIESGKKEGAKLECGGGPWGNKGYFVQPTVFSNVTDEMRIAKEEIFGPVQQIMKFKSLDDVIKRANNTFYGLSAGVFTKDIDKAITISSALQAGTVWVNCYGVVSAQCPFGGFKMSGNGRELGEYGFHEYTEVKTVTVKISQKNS
TR SRC2 fluor cs = Total Fluorescence Counterscreen for Inhibitors of the Interaction of Thyroid Hormone Receptor and Steroid Receptor Coregulator 2; 280,000 compounds, 0.29% hits; Potency, µM (series often up to 106 µM), inactives show at the highest dose fluorescence change, negative = quenching; TRb/SRC2 Texas Red total fluorescence interference; active = well fitted curve in either direction with a large enough effect; inconclusive = small, poorly fitted or top-dose-only effect; note: % is set by controls: 0 for no effect and ±100 for the full control effect
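Human TRβ ligand-binding domain (0.6 uM) and Texas Red SRC2 peptide (20 nM) in Tris buffer with 1 uM T3 and 5% DMSO were incubated with pinned compound for 5 hr at ambient temperature. Total fluorescence was computed as S + 2P (555/632 nm).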
JMJD2E inh = qHTS Assay for Inhibitors of Human Jumonji Domain Containing 2E (JMJD2E); JMJD2E catalytic domain, FDH-coupled NADH fluorescence (FDH is formaldehyde dehydrogenase); Lysine-specific demethylase 4E (Homo sapiens), B2RXH2; Potency, µM (titrated, usually from 57.1 µM), for the others: at the top dose activity change, negative = inhibition, hits mostly inhibitors; 230,000 compounds, 1.6% hits; active = well fitted inhibition curve with a large enough effect, not every such curve was filed as active; inconclusive = small, poorly fitted or top-dose-only effect, or another doubt; inactive = no such curve, though single readings can be large or run the other way;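 note: 0% = wells with enzyme and -100% = buffer wells without enzyme; nearly all actives have a fitted effect of over 50% in size; many of its hits are not listed in these tables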
SMN2 splice up = qHTS Assay for Enhancers of SMN2 Splice Variant Expression; Potency, µM (series often up to 46.1 µM), without a hit: top-dose activity change, positive = activation, most hits filed as activators; AID 1458, 2008; 210,000 compounds, 2.8% hits; HEK293 SMN2-luciferase splicing reporter, luminescence, 30-36 h; note: % of control where 0% means no effect; nearly all actives have a fitted effect of over 55% in size
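HEK293 cells carry an SMN2 […]–luciferase reporter in which exon 7 inclusion puts luciferase in frame. Cells were plated 10-12 h before compound addition, then incubated 30-36 h at 37C. ONE-Glo luminescence was read; sodium butyrate at 4.5 mM final served as control.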
LMNA splice mod = qHTS Assay for Modulators of Lamin A Splicing; Potency, µM (titrated, usually from 46.1 µM), inactives show at the top dose ratio change, negative = inhibition, usual class: inhibitors; HeLa LMNA splicing GFP/RFP minigene ratio, 48 h; AID 1487, 2009; 200,000 compounds, 0.01% hits; active = well fitted inhibition curve with a large enough effect in the signal ratio, with a control signal flat, not every such curve was filed as active; inconclusive = small, poorly fitted or top-dose-only effect, or effect the other way, or a change in a side signal; the % refers to the signal ratio; note: % is set by controls: 0 for no effect and ±100 for the full control effect
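S3 HeLa cells stably expressing lamin A-EGFP splicing minigene plus DsRed2, 600 cells/well, 48 h compound exposure at 37C. Laser-scanning cytometry; analysed as GFP (500-530 nm)/RFP (575-640 nm) total intensity ratio; 0.5% DMSO vehicle.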
RGS12 GoLoco inh = qHTS Assay for Inhibitors of RGS12 GoLoco Motif Activity (Red Fluorophore); Guanine nucleotide-binding protein G(i) subunit alpha-1 (Homo sapiens), P63096; Gai1:RGS12 GoLoco peptide FP, rhodamine, 10 min; Potency, µM (top dose mostly 61.6 µM), inactives show at the top dose activity, negative = inhibition, usual class: inhibitors; 230,000 compounds, 0.44% hits; AID 880, 2007; active = well fitted inhibition curve with a large enough effect, not every such curve was filed as active; inactive = no such curve, though single readings can be large or run the other way; note: % is set by controls: 0 for no effect and ±100 for the full control effect; nearly all actives have a fitted effect of over 30% in size; many of its hits are not listed in these tables
RECQ1 inh = qHTS Assay for Inhibitors of RecQ-Like Dna Helicase 1 (RECQ1). ATP-dependent DNA helicase Q1 (Homo sapiens), P46063. 240,000 compounds, 0.54% hits. Potency, µM (top dose mostly 57.3 µM), for the others: at the top dose activity, negative = inhibition, hits mostly inhibitors. RECQ1 DNA unwinding, red fluorescence kinetic read. AID 2549, 2010;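 note: plate controls were vehicle for no effect and no enzyme for full effect; nearly all actives have a fitted effect of over 30% in size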
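50 nM RECQ1T1 preincubated 15 min with compound in Tris pH 8.0 buffer with MgCl2, DTT, Tween-20 and 2.5 ug/ml poly(dI-dC); started with 200 nM TAMRA/BHQ-2 forked duplex and 2 mM ATP. Unwinding read as fluorescence (525/598 nm), two reads 2 h apart.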
TRb-SRC2 inh = qHTS for Inhibitors of the Interaction of Thyroid Hormone Receptor and Steroid Receptor Coregulator 2; Thyroid hormone receptor beta (Homo sapiens), P10828; TRbeta-SRC2 peptide binding, fluorescence polarization; receptor liganded with 1 µM T3; Potency, µM (top dose mostly 106 µM), for inactives: at the highest dose activity change, negative = inhibition, actives largely listed as inhibitors; 280,000 compounds, 0.065% hits;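 note: plate controls were bound peptide for no effect and peptide without receptor for full effect; nearly all actives have a fitted effect of over 50% in size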
Target sequence (P10828 whole entry, looked up): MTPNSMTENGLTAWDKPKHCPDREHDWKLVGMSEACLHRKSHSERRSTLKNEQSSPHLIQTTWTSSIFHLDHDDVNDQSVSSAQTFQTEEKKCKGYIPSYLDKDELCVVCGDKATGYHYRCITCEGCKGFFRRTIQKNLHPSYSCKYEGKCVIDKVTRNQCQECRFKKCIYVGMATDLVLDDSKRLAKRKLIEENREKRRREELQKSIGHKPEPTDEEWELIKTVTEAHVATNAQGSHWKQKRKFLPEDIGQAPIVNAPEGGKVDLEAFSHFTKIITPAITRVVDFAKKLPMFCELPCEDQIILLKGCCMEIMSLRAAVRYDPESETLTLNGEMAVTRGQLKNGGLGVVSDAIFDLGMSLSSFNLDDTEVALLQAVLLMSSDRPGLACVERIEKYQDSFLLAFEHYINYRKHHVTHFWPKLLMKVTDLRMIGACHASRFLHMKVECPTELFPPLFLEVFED
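Human TRb LBD (0.6 uM) plus Texas Red-labeled SRC2 peptide (20 nM), 1uM T3, 5% DMSO, 5 hr at ambient temperature. Decreased polarization (555/632 nm) flags inhibition; data normalized to free and bound peptide controls.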
Active calls of the source: *; i = inactive; ? = inconclusive; / = not tested or not shown; & = joins results of further samples; [ ] = dose if it differs, or a comment. Unless noted, calls come from the whole dose curve; as a rule, active = well fitted curve in the direction sought with a large enough effect; inconclusive = small, poorly fitted or top-dose-only effect, or another doubt; inactive = no such curve, though single readings can be large; an effect the other way counts as inactive or inconclusive. Potency is the fitted concentration of half-maximal effect.

SMILES	ALDH1A1 inh	TR SRC2 fluor cs	JMJD2E inh	SMN2 splice up	LMNA splice mod	RGS12 GoLoco inh	RECQ1 inh	TRb-SRC2 inh
CCN(CC(=O)NCc1ccc(F)cc1)CC(O)COCc1cccc(OC)c1 (configuration not stated)	-13%	-1%	-4%	-11%	9%	2%	4%	-1%
Cc1ccc(/C(O)=C/C(=O)C(=O)NNC(=O)C(O)(c2ccccc2)c2ccccc2)cc1	5%	-1%	-3%	22%	?	15%	-7%	-20%
Cn1c(=O)n(/N=C/c2ccccc2)c2ccccc21	?	-2%	1%	?	?	3%	i	4%
O=C(NCC(=O)N(c1ccc(F)cc1)C(C(=O)NCC1CCCO1)c1ccccc1)c1ccco1 (configuration not stated)	3%	1%	-2%	-9%	-4%	9%	i	-11%
COc1ccc(OCC(=O)N/N=C/c2ccc(N(C)C)cc2)cc1	?	-3%	?	13%	/	-11%	-18%	5%
COc1ccc(N2CCN(Cc3nc4c(c(=O)[nH]c(=O)n4C)n3CC(C)=O)CC2)cc1	-2%	-7%	9%	15%	-8%	0%	i	5%
O=C(O)c1c(NC(=O)c2cccc3ccccc23)sc2c1CCC2	?	-22%	10%	4%	-10%	-32%	-4%	-7%
COc1ccc(CN(CCC(c2ccccc2)c2ccc(OC(C)C)cc2)C(=O)CCl)cc1OC (configuration not stated)	10µM*	-2%	-19%	-111%[inhibitor]	?	14%	-5%	-1%
C[C@H](NC(N)=O)C(=O)OCC(=O)Nc1ccc(OC(F)F)cc1	1%	4%	5%	4%	5%[46 µM]	-5%	-3%	6%
O=C(NCCCN1CCCC1=O)c1ccc2c(=O)n(-c3ccc(F)cc3)c(=S)[nH]c2c1	14µM*	-2%	?	-6%	?	-11%	-2%	-1%
COc1ccc(CNC(=O)C2CCC(CNc3nc(=S)[nH]c4ccccc34)CC2)cc1 (configuration not stated)	0%	-1%	-4%	-17%	2%[46 µM]	7%	i	-5%
Cc1cccc(C)c1Nc1nnc(SCc2cc([N+](=O)[O-])cc3c2OCOC3)s1	22µM*	-3%	-8%	-24%	3%	7%	-19%	-19%
C=CCOC(=O)C1=C[C@@H](C2CCCCC2)C[C@@H](OCc2ccc(CO)cc2)O1	1µM*	-1%	-7%	/	/	-1%	-11%	-5%
Cc1ccc2c(CSc3nc4nc(C)cc(C)n4n3)cc(=O)oc2c1	3%	2%	-2%	/	?	/	-8%	-5%
Cc1nn(CC(=O)c2ccc(Cl)cc2Cl)c(C)[n+]1N	7%	4%	7%	9%	2%	6%	-2%	-8%
NC(=O)C1CCN(C(=O)c2cc3n(n2)C(C(F)(F)F)CC(c2ccco2)N3)CC1 (configuration not stated)	12µM*	?	?	6%	-6%	11%	i	?
CCOC(=O)c1c(NC(=O)c2cc3n(n2)C(C(F)(F)F)CC(c2cccs2)N3)sc(C)c1C (configuration not stated)	-11%	-2%	?	3%	-3%	1%	-12%	-3%
NS(=O)(=O)c1cc(C(=O)N=Nc2c(O)[nH]c3ccccc23)ccc1Cl	12%	-11%	1%	/	8%[46 µM]	20%	-27%	1%
CCOc1ccc(N(CC(=O)NCc2cccs2)S(=O)(=O)c2c(C)noc2C)cc1	10%	-3%	-1%	9%	-4%	-5%	-10%	-1%
O=C(CN1CCN(Cc2ccccc2Cl)C1=O)NC1CCCCCCC1	?	-4%	12%	-5%	-5%	1%	-1%	1%
CN1CCN(C(=O)CCc2nc(-c3ccc(Cl)cc3)no2)CC1	12%	1%	13%	9%	14%[46 µM]	2%	-5%	-4%
CCOC(=O)C1=C(Cc2ccc(F)cc2)C(=O)c2ccccc2C1=O	?	-1%	?	-14%	?	73%[activator]	-10%	-4%
Cc1cccc(NC(=O)Nc2cccc(F)c2)n1	0%	-2%	8%	11%	13%	0%	-7%	-2%
Cc1cc(C)n2ncc(/C(N)=N/OC(=O)Nc3ccc(Cl)cc3)c2n1	?	-5%	-19%	/	2%[46 µM]	13%	4%	-1%
Cc1cccc(NC(=O)NCc2ccc3c(c2)OCO3)c1C	3%	3%	6%	-4%	/	-4%	i	-1%
CCCCc1nnc(NC(=O)CC(=O)Nc2ccccc2C(=O)O)s1	9%	-1%	?	-13%	3%	12%	-1%	-2%
CC(C)(C)OC(=O)CNC(=O)c1[nH]cnc1C(=O)Nc1ccc(CNC(=O)OC(C)(C)C)cc1	/	-2%	-14%	/	/	1%	-9%	-5%
CC(O)C(NS(=O)(=O)c1ccc(Cl)cc1)C(=O)OCC(=O)N1CCN(c2ccccc2)CC1 (configuration not stated)	?	-1%	8%	3%	-15%	-3%	-18%	-4%
Cc1ccc(-c2nc(N)n(C(=O)c3ccco3)n2)cc1	?	0%	?	9%	3%[46 µM]	13%	0%	7%
CCN(CC)S(=O)(=O)c1cc(NC(=O)Cc2n[nH]c(=O)c3ccccc23)ccc1C	/	1%	1%	/	/	3%	-6%	0%
Cc1cc(C)c2c(N)c(C(=O)N/N=C/c3cccs3)sc2n1	/	-7%	?	/	/	-5%	-8%	3%
COc1ccc(-c2nc3cnc(N4CCOCC4)nc3n(C3CC3)c2=O)cc1	?	/	/	/	-3%	3%	-2%	/
O=c1c2ccccc2ncn1-c1ccc(Cl)cc1	5%&5%	0%&0%	-2%&10%	/	/	-5%&-1%	8%&1%	-3%&9%
COCCn1cc(C(=O)N2CCN(C)CC2)c2c3ccccc3n(C)c2c1=O	?	2%	?	-18%	1%	-2%	-10%	5%
CC(C)(C)NC(=O)/C(=C\c1ccccc1F)NC(=O)c1ccc([N+](=O)[O-])cc1	1%	-2%	-2%	20%	/	5%	-12%	-1%
O=C(NC(=S)Nc1ccc2c(c1)OCCO2)c1ccc(F)cc1Cl	?	-3%	-16%	13µM*	?	4%	-4%	-2%
CC1(C)CC(=O)C2=C(C1)OC(N)=C(C#N)C21C(=O)N2CCCc3cccc1c32 (configuration not stated)	7.1µM*	1%	6%	-4%	16%	-4%	-4%	-4%
O=S(=O)(c1ccc(F)cc1)N1CCN(CC(O)COCc2cccs2)CC1 (configuration not stated)	-9%	-3%	-21%	-12%	13%	-2%	-12%	-2%
Cc1cc(-c2cn3ccccc3n2)c(C)n1-c1ccccc1	?	-3%	?	5.6µM*	0%[9.22 µM]	5%	4%	10%
Cc1ccc(NC(=O)CSc2nc(CSc3ccc(C)cc3)cc(=O)[nH]2)cc1	?	-1%[53 µM]	-4%	/	/	27%	35%[activator]	0%[53 µM]
O=C(N/N=C/c1cccnc1)C12CC3CC(CC(C3)C1)C2	-6%	-2%	4%	6%	/	2%	-7%	9%
COc1ccc(C(=O)NNC(=O)CSc2ccccc2)cc1	-6%	-3%	-3%	/	/	-5%	i	0%
Cc1ccc(NC(=S)NC(=O)c2ccccc2)cc1NC(=S)NC(=O)c1ccccc1	3.5µM*	4%	-14%	/	/	63%[activator]	-1%	-1%
COc1ccc(OCC(=O)Nc2nnc(-c3ccco3)s2)cc1	22µM*	0%	-11%	4%	-1%	17%	32µM*	-2%
Cc1ccc(CSc2nc3ncccc3[nH]2)cc1	-1%	-1%	5%	1.8µM*	2%	-3%	7%	-7%
CC(C)CN(CC(C)C)C(=S)NC1CCCCC1	0%	1%	-4%	-14%	13%	7%	-7%	-1%
COc1cc(CNn2c(C)n[nH]c2=S)cc(Cl)c1OCc1ccccc1	28µM*	2%	-2%	18%	?	7%	-9%	-2%
C#CCn1c(=NC(=O)CN2C(=O)CCC2=O)sc2cccc(C)c21	3%	1%	6%	1%	-4%	2%	-3%	-4%
CNC(=S)N1CCC(NC(=O)C(Cc2ccccc2)NC(C)=O)CC1 (configuration not stated)	0%	1%	-12%	-22%	/	-5%	i	-3%
Cc1cc(C)cc(-n2nnc(C(=O)NCc3ccc4c(c3)OCO4)c2N)c1	3%	0%	0%	-13%	-9%	10%	-6%	-8%
O=C(NC(=S)Nc1cccc(Cl)c1N1CCCCC1)c1ccco1	?	0%	3%	-18%	8%	2%	-8%	0%
N/C(=N\OC(=O)c1ccco1)c1ccc(Br)cc1	3.2µM*	1%	1%	20%	?	1%	-1%	0%
O=C(NC(CO)(CO)CO)c1coc(=O)c(Br)c1	0%	3%	?	-8%	12%	-24%	5%	-15%
O=C(Nc1ccccc1)NC1CC2CCC(C1)N2Cc1nnnn1Cc1ccc2c(c1)OCO2 (configuration not stated)	-7%	-6%	-1%	?	-11%	-5%	?	0%
CN(C)S(=O)(=O)c1cccc(C(=O)NCCCn2ccnc2)c1	0%	-2%	-1%	11%	/	3%	i	1%
O=C(Oc1cccc(C(=S)N2CCOCC2)c1)c1cccc([N+](=O)[O-])c1	?	0%	-1%	/	/	2%	-7%	-7%
COC(=O)c1ccccc1NC(=O)CSc1nc(N)cc(N)n1	25µM*	-3%	-1%	-5%	9%	9%	-15%	-1%
COc1ccc(-n2c(COc3cccc4cccnc34)nnc2SCC(=O)O)cc1	?	2%	?	/	/	-7%	i	-5%
O=C(O)C1CCC(=O)N(C2CC2)C1c1ccccc1 (configuration not stated)	-5%	-3%	3%	-21%	5%	8%	-2%	2%
CC(=O)c1ccc2noc(-c3cccc(C)c3)c2c1	?	-8%	?	-9%	?	8%	-3%	2%

A portion of the library (hit frequency here may not be typical).
